PDI turbidity: blocks human protein disulfide isomerase activity; PDI insulin aggregation turbidity, A650, 90 min; inhibition, % at 10 µM; 350,000 compounds, 0.052% hits;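 active means mean inhibition across replicates of 30% or more, whatever share of single replicates reach that level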;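 further: absorbance from insulin aggregation driven by PDI reduction with DTT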
ABHD5-PLIN5 inh: ABHD5-PLIN5 protein interaction inhibition | AID 602281 | inhibition, % at 4 µM | Split G. princeps luciferase complementation, luminescence, 4 h | 360,000 compounds, 0.78% hits | Q00G26+Q8WTS1;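 active means inhibition above the mean inhibition across every tested compound plus 3 SD, cut at about 22% in these data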;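 further: 0% = DMSO only wells and the 100% control is not disclosed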
Target sequence (Q00G26 whole entry, looked up): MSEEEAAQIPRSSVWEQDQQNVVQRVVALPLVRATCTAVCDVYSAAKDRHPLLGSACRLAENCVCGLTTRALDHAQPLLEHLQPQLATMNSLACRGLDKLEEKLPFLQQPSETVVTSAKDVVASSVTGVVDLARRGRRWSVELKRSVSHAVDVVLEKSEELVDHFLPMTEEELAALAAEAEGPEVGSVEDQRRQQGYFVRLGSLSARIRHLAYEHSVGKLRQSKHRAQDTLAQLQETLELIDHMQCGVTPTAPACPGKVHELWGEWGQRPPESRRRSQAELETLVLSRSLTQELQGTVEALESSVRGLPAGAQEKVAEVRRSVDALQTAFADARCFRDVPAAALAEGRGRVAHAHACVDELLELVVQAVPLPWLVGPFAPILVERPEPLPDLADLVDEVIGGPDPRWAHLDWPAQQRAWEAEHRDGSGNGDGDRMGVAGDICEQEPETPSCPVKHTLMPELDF
Target sequence (Q8WTS1 whole entry, looked up): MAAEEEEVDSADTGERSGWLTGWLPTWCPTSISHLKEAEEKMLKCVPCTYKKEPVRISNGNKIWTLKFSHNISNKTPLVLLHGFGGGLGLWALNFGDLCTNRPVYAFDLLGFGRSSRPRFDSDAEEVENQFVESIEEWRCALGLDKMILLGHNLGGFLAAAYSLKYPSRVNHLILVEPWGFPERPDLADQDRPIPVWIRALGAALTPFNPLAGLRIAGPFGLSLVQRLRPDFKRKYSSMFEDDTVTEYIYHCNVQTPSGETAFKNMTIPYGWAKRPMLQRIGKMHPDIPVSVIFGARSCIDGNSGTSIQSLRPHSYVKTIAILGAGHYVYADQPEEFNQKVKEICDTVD
Exocytosis inh: blocks lytic granule exocytosis; TALL-104 LAMP-1 surface exposure, flow cytometry; cells stimulated with thapsigargin and PMA; inhibition, % at 10 µM; 360,000 compounds, 0.66% hits; AID 651702;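 active means inhibition above about 55%, limit read from the data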
ABCB6 inh 2: blocks the human ABCB6 transporter; Q9NP58; K562-ABCB6 porphyrin accumulation, flow cytometry, 1 h; active compounds read low; fluorescence ratio to DMSO, % at 10 µM; 360,000 compounds, 0.19% hits;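 active means fluorescence ratio to DMSO below 75%, the collection mean minus 3 SD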;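 further: signal is porphyrin accumulated inside mitochondria; 100% equals median channel fluorescence of DMSO control wells; lower ratio means ABCB6 inhibition with less porphyrin fluorescence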
MC4R barr agon: activates human MC4R beta-arrestin recruitment | U2OS MC4R beta-arrestin complementation, luminescence; percent of melanotan II response, DMSO zero | activation, % at 8.9 µM | 360,000 compounds, 0.98% hits | P32245 | AID 540308;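 active means activation above a per-plate cutoff, the mean activation of sample wells on that plate plus 3 SD, cut at about 8% in these data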
N-glyco inh: N-linked glycosylation inhibition; D54 ERlucT glycosylation luciferase reporter, 24 h; percent of 100 nM tunicamycin response; reporter increase, % at 12.5 µM; 360,000 compounds, 0.23% hits; AID 588692;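 active means mean luciferase reporter signal, scaled so untreated is 0 and the glycosylation-blocking control 100, at or above a set limit in every replicate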;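 further: luciferase carries N-glycosylation sites so blocking glycosylation raises the light; 0% = median of neutral control wells and 100% = median of 100 nM tunicamycin wells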
HTR2A ag: mouse HTR2A agonism via beta-arrestin recruitment | P35363 | CHO-K1 mHTR2A beta-arrestin complementation, luminescence; percent of 30 µM serotonin response | activation, % at 7.6 µM | 360,000 compounds, 0.66% hits | AID 624169;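 active means activation above a run cutoff, the mean activation of all tested compounds plus 3 SD, cut at about 14% in these data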;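 further: 0% = plate median of compound wells and 100% = 30 µM serotonin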
Cardio protect: protects H9c2 cardiomyocytes from peroxide injury | H2O2 injury protection, ATPLite, 2 h | protection from H2O2 cell death, % at 20 µM | 360,000 compounds, 0.63% hits | AID 588492;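 active means compounds giving at least 50% protection of heart cells from peroxide-induced death in the single-dose screen, raw or plate-pattern-corrected value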;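 further: 0% = DMSO wells with peroxide and 100% = DMSO wells without peroxide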
CaV13 FRET inh: Primary screen for inhibitors of IQ motif and Ca2+-dependent inactivation inhibitor domain binding in CACNA1D, Förster resonance energy transfer in living cells, … | HEK cells, CFP/YFP FRET ICDI-IQ, plate reader, 10 min; percent FRET-ratio fall versus neutral wells | inhibition, % at 12.3 µM | 340,000 compounds, 0.098% hits;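 active means mean replicate inhibition of at least 30% and at least 1% of replicates passing that level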;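 further: 0% = median of the neutral control wells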
MC4R antag cAMP: blocks human MC4R cAMP signaling. P32245. MC4R-expressing cells, MTII-stimulated cAMP, LANCE TR-FRET. inhibition, % at 6.5 µM. 360,000 compounds, 0.48% hits. AID 540295;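 active means inhibition above its plate's cutoff, the mean of tested wells on that plate plus 3 SD, cut at about 29% in these data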;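 further: 0% = Melanotan II alone and 100% = Melanotan II plus saturating MCL0020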
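Material: human MC4R-expressing U2OS cells. Probe or stimulus: Melanotan II challenge. Dosing: 6.5 µM single dose. Times: 30-min compound, 1-h challenge, 1-h detection, room temperature. Technique: TR-FRET with Eu-cAMP and labeled anti-cAMP, 671 nm. Replication: singlicate.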
Numbers without * were called inactive.

Start of the data: the first four compounds, to show the layout:
For CCOC(=O)N1CCN(C(=O)CN(Cc2ccccc2)S(=O)(=O)c2ccc(OC)c(C)c2)CC1 the results were PDI turbidity 5, ABHD5-PLIN5 inh 8, Exocytosis inh 3, ABCB6 inh 2 99, MC4R barr agon -1.0, N-glyco inh -3, HTR2A ag -1, Cardio protect 2, CaV13 FRET inh -6 and MC4R antag cAMP 0.
`CCN(CC)Cc1cc(O)c(CN(CC)CC)cc1O` gave PDI turbidity 4, ABHD5-PLIN5 inh 11, Exocytosis inh 0, ABCB6 inh 2 94, MC4R barr agon -1.6, N-glyco inh 1, HTR2A ag 0, Cardio protect 55*, CaV13 FRET inh -6 and MC4R antag cAMP 2.
COc1ccc(/C=N/NC(=O)Cc2cccs2)cc1 was read as PDI turbidity 7, ABHD5-PLIN5 inh 0, Exocytosis inh -3, ABCB6 inh 2 106, MC4R barr agon -1.1, N-glyco inh -2, HTR2A ag -4, Cardio protect 0, CaV13 FRET inh 0 and MC4R antag cAMP -8.
Screening O=C1NC(NS(=O)(=O)c2ccccc2)(C(F)(F)F)C(=O)N1Cc1ccccc1 (stereo unspecified) returned PDI turbidity 6, ABHD5-PLIN5 inh -13, Exocytosis inh -9, ABCB6 inh 2 95, MC4R barr agon 0.6, N-glyco inh 2, HTR2A ag -1, Cardio protect 1, CaV13 FRET inh -3 and MC4R antag cAMP 1.

The list itself (from the top)
For CCOC(=O)N1CCN(C(=O)CN(Cc2ccccc2)S(=O)(=O)c2ccc(OC)c(C)c2)CC1 the results were PDI turbidity 5, ABHD5-PLIN5 inh 8, Exocytosis inh 3, ABCB6 inh 2 99, MC4R barr agon -1.0, N-glyco inh -3, HTR2A ag -1, Cardio protect 2, CaV13 FRET inh -6 and MC4R antag cAMP 0.
`CCN(CC)Cc1cc(O)c(CN(CC)CC)cc1O` gave PDI turbidity 4, ABHD5-PLIN5 inh 11, Exocytosis inh 0, ABCB6 inh 2 94, MC4R barr agon -1.6, N-glyco inh 1, HTR2A ag 0, Cardio protect 55*, CaV13 FRET inh -6 and MC4R antag cAMP 2.
COc1ccc(/C=N/NC(=O)Cc2cccs2)cc1 was read as PDI turbidity 7, ABHD5-PLIN5 inh 0, Exocytosis inh -3, ABCB6 inh 2 106, MC4R barr agon -1.1, N-glyco inh -2, HTR2A ag -4, Cardio protect 0, CaV13 FRET inh 0 and MC4R antag cAMP -8.
Screening O=C1NC(NS(=O)(=O)c2ccccc2)(C(F)(F)F)C(=O)N1Cc1ccccc1 (stereo unspecified) returned PDI turbidity 6, ABHD5-PLIN5 inh -13, Exocytosis inh -9, ABCB6 inh 2 95, MC4R barr agon 0.6, N-glyco inh 2, HTR2A ag -1, Cardio protect 1, CaV13 FRET inh -3 and MC4R antag cAMP 1.
Screening O=C(O)c1cccc(N2C(=O)c3cc([N+](=O)[O-])cc4cc([N+](=O)[O-])cc(c34)C2=O)c1 returned PDI turbidity -9, ABHD5-PLIN5 inh 1, Exocytosis inh 7, ABCB6 inh 2 104, MC4R barr agon -3.7, N-glyco inh -6, HTR2A ag 0, Cardio protect 0, CaV13 FRET inh -6 and MC4R antag cAMP -6.
`COC(=O)[C@H](Cc1c[nH]c2ccccc12)NC(=O)NCc1ccccc1` gave PDI turbidity 5, ABHD5-PLIN5 inh 4, Exocytosis inh 9, ABCB6 inh 2 93, MC4R barr agon 0.7, N-glyco inh -1, HTR2A ag 5, Cardio protect 5, CaV13 FRET inh -3 and MC4R antag cAMP 0.
CC(C)(CNc1ccc([N+](=O)[O-])cc1Cl)CNS(C)(=O)=O was read as PDI turbidity -2, ABHD5-PLIN5 inh 6, Exocytosis inh 0, ABCB6 inh 2 99, MC4R barr agon -2.6, N-glyco inh -2, HTR2A ag 0, Cardio protect -8, CaV13 FRET inh -4 and MC4R antag cAMP 1.
For O=C(O)CCc1nn2c3ccccc3n(Cc3ccccc3)c2nc1=O the results were PDI turbidity -6, ABHD5-PLIN5 inh -3, Exocytosis inh 0, ABCB6 inh 2 106, MC4R barr agon 1.5, N-glyco inh 2, HTR2A ag 7, Cardio protect 3, CaV13 FRET inh -3 and MC4R antag cAMP 1.
`Cc1cc(=O)n(CC(C)O)c(O)c1C#N` (stereo unspecified) gave PDI turbidity 5, ABHD5-PLIN5 inh -8, Exocytosis inh 0, ABCB6 inh 2 97, MC4R barr agon -1.4, N-glyco inh 0, HTR2A ag 12, Cardio protect 7 and MC4R antag cAMP 1.
Cn1c(C(=O)OC(C(=O)NC2CCCC2)c2cccnc2)cc2sccc21 (stereo unspecified) was read as PDI turbidity 2, ABHD5-PLIN5 inh 6, Exocytosis inh 0, ABCB6 inh 2 98, MC4R barr agon 1.2, N-glyco inh 5, HTR2A ag -8, Cardio protect 2, CaV13 FRET inh -9 and MC4R antag cAMP 16.
Screening c1ccc(Cc2c(-c3ccco3)nc3c4ccccc4ccn23)cc1 returned ABHD5-PLIN5 inh 13, Exocytosis inh 37, ABCB6 inh 2 95, N-glyco inh -5, HTR2A ag -5, Cardio protect -10 and CaV13 FRET inh -10.
For O=C(COC(=O)Cc1ccc(S(=O)(=O)N2CCOCC2)s1)Nc1ccccc1 the results were PDI turbidity -4, ABHD5-PLIN5 inh 1, Exocytosis inh 10, ABCB6 inh 2 98, MC4R barr agon -1.0, N-glyco inh 2, HTR2A ag -7, Cardio protect -1, CaV13 FRET inh -5 and MC4R antag cAMP 17.
Screening O=C(CN(Cc1ccccc1Cl)S(=O)(=O)c1ccc(Cl)cc1)N/N=C/c1ccc(C(=O)O)cc1 returned PDI turbidity -8, ABHD5-PLIN5 inh 0, Exocytosis inh 4, ABCB6 inh 2 93, MC4R barr agon 2.3, N-glyco inh 3, HTR2A ag 2, Cardio protect 2, CaV13 FRET inh -3 and MC4R antag cAMP -5.
`CCCn1c(SC(C)C(=O)N2CCOCC2)nc2ccc(Br)cc2c1=O` (stereo unspecified) gave PDI turbidity -1, ABHD5-PLIN5 inh 1, Exocytosis inh 1, ABCB6 inh 2 91, MC4R barr agon -0.2, N-glyco inh 0, HTR2A ag 3, Cardio protect -2, CaV13 FRET inh -2 and MC4R antag cAMP -7.
Screening CC(C)NC(=S)Nc1cccc2cnccc12 returned PDI turbidity -2, ABHD5-PLIN5 inh 2, Exocytosis inh 0, ABCB6 inh 2 98, MC4R barr agon -1.6, N-glyco inh 2, HTR2A ag 1, Cardio protect 6, CaV13 FRET inh -5 and MC4R antag cAMP -5.
`CN(c1ccccc1)S(=O)(=O)c1ccc(C(=O)Nc2nnc(C3=COCCO3)o2)cc1` gave PDI turbidity -13, ABHD5-PLIN5 inh 1, Exocytosis inh 3, ABCB6 inh 2 97, MC4R barr agon -1.4, N-glyco inh 3, HTR2A ag 2, Cardio protect 23, CaV13 FRET inh 2 and MC4R antag cAMP 9.
`COc1ccc(N/C(C)=C/C(=S)Nc2ccccc2)cc1` gave PDI turbidity 1, ABHD5-PLIN5 inh -19, Exocytosis inh -3, ABCB6 inh 2 101, MC4R barr agon -0.8, N-glyco inh 1, HTR2A ag -2, Cardio protect -5, CaV13 FRET inh -6 and MC4R antag cAMP 4.
O=C(O)C(c1ccccc1)N1C(=O)c2ccccc2C1=O (stereo unspecified) was read as PDI turbidity -3, ABHD5-PLIN5 inh 3, Exocytosis inh -1, ABCB6 inh 2 98, MC4R barr agon 0.1, N-glyco inh 0, HTR2A ag 7, Cardio protect 4, CaV13 FRET inh -2 and MC4R antag cAMP -4.
Cc1ccc(-n2c(=O)c3sccc3n(CC(=O)NCc3ccco3)c2=O)cc1 was read as PDI turbidity -2, ABHD5-PLIN5 inh 4, Exocytosis inh 0, ABCB6 inh 2 95, MC4R barr agon -1.0, N-glyco inh 0, HTR2A ag -3, Cardio protect 3, CaV13 FRET inh -3 and MC4R antag cAMP 2.
COc1ccc(NC2CCCN(C(=O)CN3CCOC3=O)C2)cc1OC (stereo unspecified) was read as PDI turbidity 5, ABHD5-PLIN5 inh -4, Exocytosis inh -11, ABCB6 inh 2 105, MC4R barr agon -2.0, N-glyco inh 0, HTR2A ag 10, Cardio protect 4, CaV13 FRET inh -3 and MC4R antag cAMP -3.
`OCCCCNCc1ccc(OCc2ccccc2)cc1` gave PDI turbidity 8, ABHD5-PLIN5 inh 6, Exocytosis inh 1, ABCB6 inh 2 103, MC4R barr agon 2.0, N-glyco inh -3, HTR2A ag -2, Cardio protect 12, CaV13 FRET inh -17 and MC4R antag cAMP 13.
For CCOCc1nnc(NC(=O)C2CCN(C(=O)C3CC(=O)N(c4ccc(C)cc4)C3)CC2)s1 (stereo unspecified) the results were PDI turbidity -3, ABHD5-PLIN5 inh -2, Exocytosis inh -5, ABCB6 inh 2 101, MC4R barr agon -1.8, N-glyco inh 2, HTR2A ag -2, Cardio protect 10, CaV13 FRET inh -3 and MC4R antag cAMP 25.
`COc1cccc(-c2nc(CS(=O)(=O)CC(=O)Nc3ccc(F)cc3F)c(C)o2)c1` gave PDI turbidity -2, ABHD5-PLIN5 inh 0, Exocytosis inh -13, ABCB6 inh 2 99, MC4R barr agon -2.8, N-glyco inh 0, HTR2A ag -6, Cardio protect -1, CaV13 FRET inh -3 and MC4R antag cAMP 6.
`Cc1cc(C)n2nc(SCCC(=O)NCCc3ccccc3)nc2n1` gave PDI turbidity -4, ABHD5-PLIN5 inh -3, Exocytosis inh -2, ABCB6 inh 2 101, MC4R barr agon -2.3, N-glyco inh 2, HTR2A ag 0, Cardio protect -2, CaV13 FRET inh -5 and MC4R antag cAMP 12.
COc1ccc(-n2cc(-c3ccc(Br)cc3)[nH]c2=S)cc1 was read as PDI turbidity -7, ABHD5-PLIN5 inh -4, Exocytosis inh -3, ABCB6 inh 2 89, MC4R barr agon 2.8, N-glyco inh 2, HTR2A ag -2, Cardio protect -3, CaV13 FRET inh 5 and MC4R antag cAMP 14.
`CCc1ccc(OCC(=O)NNC(=S)NC(=O)C2CCCCC2)c(Br)c1` gave PDI turbidity 2, ABHD5-PLIN5 inh -3, Exocytosis inh -7, ABCB6 inh 2 103, MC4R barr agon -6.0, HTR2A ag -2, Cardio protect -3 and MC4R antag cAMP -2.
For Cc1[nH]c2ccccc2c1[C@H]1[C@@H](CC#N)C1(C)C the results were PDI turbidity 5, ABHD5-PLIN5 inh -6, Exocytosis inh -2, ABCB6 inh 2 95, MC4R barr agon -0.1, N-glyco inh -3, HTR2A ag 5, Cardio protect -2, CaV13 FRET inh -4 and MC4R antag cAMP 4.
Screening Nc1ccc(NC(=O)c2cccs2)cc1 returned PDI turbidity -3, ABHD5-PLIN5 inh 1, Exocytosis inh 6, ABCB6 inh 2 96, MC4R barr agon -3.5, N-glyco inh 1, HTR2A ag 3, Cardio protect -8, CaV13 FRET inh -2 and MC4R antag cAMP 16.

No enrichment for hits, and some 4.2% of all compounds hit somewhere here.
